# Screening data deposited in PubChem by National Center for Advancing Translational Sciences (NCATS).
# CRE-bla Fsk – Cell signaling CRE-BLA (Fsk stim); 71,000 tested, 2.5% active; CHO CRE-bla reporter (cAMP response element driving beta-lactamase), forskolin EC10, beta-lactamase ratio; AID 662, 2007; Potency, µM (top dose mostly 38.2 µM), without a hit: at the highest dose activity change, negative = inhibition, hits mostly activators; active = well fitted activation curve with a large enough effect in the signal ratio, with a control signal flat, not every such curve was filed as active; inconclusive = small, poorly fitted or top-dose-only effect, or effect the other way, or a change in a side signal; the % refers to the signal ratio; note: potency is the fitted concentration of half-maximal effect; % of control where 0% means no effect
#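 CRE-bla CHO cells stimulated with EC10 NKH 477 (water-soluble forskolin) and compound titrations, 3 h at 37C; beta-lactamase read with CCF4 after 2 h at room temperature. Activity from 460/530 nm emission ratio, AC50 values for positive or negative modulation.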
# Pol III holo inh – qHTS Assay for Inhibitors of DNA Polymerase III Holoenzyme System. AID 603, 2007. Potency, µM (top dose mostly 57.1 µM), for inactives: top-dose activity change, negative = inhibition. 71,000 tested, 0.25% active. reconstituted DNA polymerase III holoenzyme replication, biochemical; note: potency is the fitted concentration of half-maximal effect; % is set by controls: 0 for no effect and ±100 for the full control effect
#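 Reconstituted *E. coli* holoenzyme (0.35 nM Pol III, 1 nM beta, 154 nM SSB, 2 nM primase) was preincubated with compound for 15 min at RT. Synthesis on 1.4 nM ssM13Gori ran 35 min, then was stopped with PicoGreen/EDTA and read as dsDNA fluorescence.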
# HBB splice mod – qHTS Assay for Modulators of Hemoglobin Beta Chain Splicing; AID 925, 2007; 65,000 tested, 0.06% active; Potency, µM (series often up to 46.1 µM), inactives show top-dose activation, hits mostly activators; HBB splicing reporter cell assay, activation; EGFP reporter with mutant IVS2-654 intron; response scale: normalised to 500 nM splice-correcting PNA; note: potency is the fitted concentration of half-maximal effect; 0% is about no effect
#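 Compounds were applied for 2 days to HeLa EGFP-654 cells, 500/well in Optimem with 2% FCS. The reporter's EGFP is disrupted by mis-splicing of beta-globin intron IVS2-654. Readout: summed well GFP fluorescence from 488 nm laser scanning; reference was 500 nM antisense […] 654 PNA.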
# 4-MU autofl – qHTS Assay for Spectroscopic Profiling in 4-MU Spectral Region; compound autofluorescence, 340/450 nm, 4-MU equivalents; hits give high values; max dye-equivalent concentration, M; 59,000 tested, 11% active; AID 589, 2007; in the data active = max dye-equivalent concentration above about 10 nM; inconclusive = mostly about 1.1 nM to 9.6 nM
#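 Compounds in 100 mM Tris, pH 8.0, incubated 15 min at room temperature, then fluorescence read at 340 nm excitation/450 nm emission. Signal converted to 4-MU dye-equivalent concentration using an on-plate six-point 4-MU standard curve.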
# BRCT inh green – qHTS Assay for Inhibitors of BRCT-Phosphoprotein Interaction (Green Fluorophore); Breast cancer type 1 susceptibility protein (Homo sapiens), P38398; BRCA1 BRCT-phosphopeptide binding, green fluorescence polarization; Potency, µM (highest dose often 76.9 µM), inactives show at the highest dose activity change, negative = inhibition, most hits filed as inhibitors; 75,000 tested, 0.05% active; AID 875, 2007;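 note: potency is the fitted concentration of half-maximal effect; plate controls were peptide without protein for full effect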
#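 Compounds were incubated for 12 min at room temperature with a complex of 100 nM fluorescein-tagged pBACH1 decapeptide and 250 nM His-tagged BRCT protein. Buffer was phosphate pH 7.3 with EDTA, DTT and Tween 20. Disruption of binding lowers the polarization signal.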
# ALOX15 inhib – qHTS Assay for Inhibitors of 15-hLO (15-human lipoxygenase) | Potency, µM (top dose mostly 57.1 µM), inactives show top-dose activity change, negative = inhibition, actives largely listed as inhibitors | Polyunsaturated fatty acid lipoxygenase ALOX15 (Homo sapiens), P16050 | purified 15hLO-1, xylenol orange hydroperoxide absorbance | 74,000 tested, 1.4% active; note: potency is the fitted concentration of half-maximal effect; % is set by controls: 0 for no effect and ±100 for the full control effect; nearly all actives have a fitted effect of over 55% in size
# Target sequence (P16050 whole entry, looked up): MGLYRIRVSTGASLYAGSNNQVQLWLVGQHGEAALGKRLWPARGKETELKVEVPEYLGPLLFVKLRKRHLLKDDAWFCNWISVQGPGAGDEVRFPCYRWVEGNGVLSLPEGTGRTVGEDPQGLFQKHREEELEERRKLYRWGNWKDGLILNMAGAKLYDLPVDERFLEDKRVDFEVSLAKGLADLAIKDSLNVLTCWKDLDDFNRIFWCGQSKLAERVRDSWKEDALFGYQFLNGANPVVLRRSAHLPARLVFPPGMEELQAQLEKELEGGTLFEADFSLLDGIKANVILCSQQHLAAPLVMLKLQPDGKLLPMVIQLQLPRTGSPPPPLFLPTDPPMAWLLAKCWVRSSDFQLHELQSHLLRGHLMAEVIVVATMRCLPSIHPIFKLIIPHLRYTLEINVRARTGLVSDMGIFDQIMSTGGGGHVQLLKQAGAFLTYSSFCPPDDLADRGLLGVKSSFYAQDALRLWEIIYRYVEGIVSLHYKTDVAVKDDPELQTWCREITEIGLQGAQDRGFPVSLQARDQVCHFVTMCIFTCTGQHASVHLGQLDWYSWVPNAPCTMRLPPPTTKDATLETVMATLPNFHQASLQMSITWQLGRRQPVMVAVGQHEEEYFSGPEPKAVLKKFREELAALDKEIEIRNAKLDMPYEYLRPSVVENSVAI
#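 Compounds were preincubated 15 min at room temperature with 40 nM purified human enzyme (25 mM Hepes pH 7.5, 0.01% Triton X-100); 50 uM arachidonic acid reacted 6 min. Fe-xylenol orange detection, 30 min, absorbance ratio 573/405 nm.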
# BRCT PPI red – qHTS Assay for Inhibitors of BRCT-Phosphoprotein Interaction (Red Fluorophore). Breast cancer type 1 susceptibility protein (Homo sapiens), P38398. BRCT-phosphopeptide binding, red fluorescence polarization. Potency, µM (doses to about 76.9 µM), without a hit: at the highest dose activity change, negative = inhibition, hits mostly inhibitors. 75,000 tested, 0.03% active. AID 892, 2007; note: % is set by controls: 0 for no effect and ±100 for the full control effect
#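 Fluorescence polarization: 100 nM His-tagged BRCA1 BRCT with 100 nM TAMRA-labelled phospho-BACH1 decapeptide, phosphate buffer pH 7.3 with 150 mM NaCl, DTT, 0.01% Tween 20; 12 min RT. Binding inhibition seen as FP decrease.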
# A350 autofl – qHTS Assay for Spectroscopic Profiling in A350 Spectral Region. 59,000 tested, 11% active. AID 590, 2007. Compound autofluorescence, 340/450 nm, Alexa 350 dye-equivalents; hits give high values. max dye-equivalent concentration, M; in the data active = max dye-equivalent concentration above about 10 nM; inconclusive = mostly about 1.1 nM to 9.6 nM
# UbGFP stabilizer – Ubiquitin-GFP Assay | Ubiquitin-GFP reporter cells, proteasome inhibition, GFP fluorescence; response scale: untreated = 0%, 10 µM MG-132 = 100% | Potency, µM (highest dose often 45.9 µM), for the others: top-dose activation (GFP accumulation), most hits filed as activators | 67,000 tested, under 10 active; active = well fitted activation curve with a large enough effect, not every such curve was filed as active; inconclusive = small, poorly fitted or top-dose-only effect, or another doubt; inactive = no such curve, though single readings can be large or run the other way; note: potency is the fitted concentration of half-maximal effect
#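 U2OS cells expressing ubiquitin(G76V)-GFP, seeded overnight in 0.5% FBS medium, then treated 4 hr at 37 C across 46 uM to 2.9 nM. GFP-positive cells counted by laser cytometry (488 ex/515 em); %activity scaled between basal and 10 uM MG-132.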
# Epigenetic mod – qHTS Assay for Epigenetic Modulators | 68,000 tested, 0.09% active | mouse C127i GFP locus derepression, cytometry, 30 h | Potency, µM (titrated, usually from 46.1 µM), for the others: at the highest dose GFP derepression (activation); note: % of control where 0% means no effect
#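 Derepression screen: silenced CMV-GFP reporter in murine C127i cells, 30 h compound incubation at 37 C, washed cells imaged by laser-scanning cytometer to enumerate GFP-expressing objects of 20 to 120 um.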
# Hsp90 Hop PPI – qHTS Assay for Disrupters of an Hsp90 Co-Chaperone Interaction. AlphaScreen TPR2A-His6 binding biotin-Hsp90 C-terminal peptide. Potency, µM (highest dose often 57 µM), for inactives: at the highest dose activity change, negative = inhibition. 71,000 tested, 0.44% active. Hsp90 C-terminal peptide / TPR2A (Hop) interaction, human; active = well fitted curve in either direction with a large enough effect; inconclusive = small, poorly fitted or top-dose-only effect, or another doubt; note: potency is the fitted concentration of half-maximal effect; % is set by controls: 0 for no effect and ±100 for the full control effect; many of its hits are not listed in these tables
# * hit, by the source's call; i = inactive; ? = inconclusive; nt = no result given; [ ] = remark or other dose. Unless noted, calls come from the whole dose curve; as a rule, active = well fitted curve in the direction sought with a large enough effect; inconclusive = small, poorly fitted or top-dose-only effect, or another doubt; inactive = no such curve, though single readings can be large; an effect the other way counts as inactive or inconclusive.
SMILES,CRE-bla Fsk,Pol III holo inh,HBB splice mod,4-MU autofl,BRCT inh green,ALOX15 inhib,BRCT PPI red,A350 autofl,UbGFP stabilizer,Epigenetic mod,Hsp90 Hop PPI
CSc1nc2ccccc2n1C(=O)Oc1ccccc1,3%,-5%,0.8%[0.369 µM],i,0.8%,-7%,0.1%,i,nt,2%,-3%
Cc1cccc(Cn2c(NCCO)nc3c2c(=O)n(C)c(=O)n3C)c1,13%,-6%,nt,i,-0.5%,5%,-1.1%,i,0%,0%,-2%
CCOC(=O)Nc1ccc2c(CN3C(=O)NC4(CCCC4)C3=O)cc(=O)oc2c1,-23%,-3%,1.1%,3.4e-07M*,3.8%,7%,-0.6%,3.9e-07M*,-4%,4%,-7%
O=C(NCCN1CCOCC1)c1cccc(S(=O)(=O)N2CCCCCC2)c1,-1%,-2%,0.0%,i,0.3%,3%,-0.5%,?,-1%,-3%,1%
O=c1c(-c2ccccc2)nc2cnc(Oc3cccc(Cl)c3)nc2n1C[C@H]1CCCO1,-9%,-9%,-2.9%,i,-2.3%,6%,-0.8%,i,-6%,2%[9.22 µM],?
COc1ccc(Br)cc1CNC(=O)C1CCCN(S(C)(=O)=O)C1 (configuration not stated),14%,1%,-1.6%,i,0.7%,-29%,2.5%,i,7%,-2%,-3%
CC(=O)N1CCc2cc(C(=O)CN3CCN(C(=O)c4ccco4)CC3)ccc21,?,-5%,0.4%,nt,-1.7%,7%,1.2%,nt,1%,nt,-6%
Cc1nc(N2CCOCC2)c2nc(-c3ccccc3)n(CC3CCN(C)CC3)c2n1,4%,0%,-0.5%,nt,-0.2%,-15%,0.8%,nt,-1%,nt,-3%
COc1ccc(NC(=O)CSc2nnc(CNC(=O)c3ccco3)n2-c2ccccc2OC)cc1,9%,-6%,-3.2%,i,-0.1%,7%,0.6%,i,14%,0%,5%
COc1ccccc1Cn1c(=O)c2ccccc2n2c(SCC(=O)N3CCCCC3)nnc12,15%,-6%,-0.5%,i,0.5%,-9%,-0.5%,i,-1%,0%,-1%
CCc1cc2c(CN3CCN(CC)CC3)cc(=O)oc2cc1O,?,-15%,1.9%,1e-05M*,-1.6%,12%,-0.8%,1.3e-05M*,8%,-3%,-4%
Cc1ccc2c(c1C)NC(=O)C2(O)CC(=O)c1ccc2c(c1)OCO2 (configuration not stated),-10%,-1%,-2.6%,i,-0.9%,-1%,-2.2%,i,5%,1%,-3%
COc1ccc(OC)c(C2CC(=O)c3c([nH]c(C(=O)OC(C)C)c3C)C2)c1 (configuration not stated),3.2µM*,-5%,1.8%,nt,-0.5%,-16%,-2.4%,nt,-7%,nt,-4%[2.3 µM]
COc1c(C)cc(Br)cc1C(=O)NCc1cccnc1,?,-4%,0.4%,i,0.0%,-8%,-1.2%,i,1%,0%,-5%
O=C(O)/C(Cc1ccnc2ccccc12)=N\O,2%[7.6 µM],-5%[11.4 µM],0.6%[9.22 µM],i,-1.2%[15.4 µM],6%[11.4 µM],-0.1%[15.4 µM],i,-1%[9.17 µM],2%[9.22 µM],-1%[11 µM]
O=C(O)CCNc1ncnc2nc[nH]c12,4%[7.6 µM],-2%[11.4 µM],1.9%[9.22 µM],i,1.0%[15.4 µM],-4%[11.4 µM],-0.8%[15.4 µM],i,2%[9.17 µM],7%[9.22 µM],-1%[11 µM]
CCCCn1c(=O)[nH]c(=O)c2c1nc(CN1C(=O)c3ccccc3S1(=O)=O)n2CCC,10µM*,-4%,-2.5%,i,1.0%,-9%,-1.1%,i,-15%,3%,-4%
Cc1ccc(C)n1C1CCS(=O)(=O)C1 (configuration not stated),-12%,-5%,-1.3%,i,-0.9%,-27%,0.0%,i,-5%,1%,-8%
C=CCn1c(SCC2=C(C(=O)OCC)C(C)NC(=O)N2)nnc1C1CCCCC1 (configuration not stated),?,3%,-1.1%,i,-1.3%,4%,-1.3%,i,6%,1%,-5%
COCc1cc(C)nc(SCC(=O)Nc2cccc(C)c2C)c1C#N,5%,-4%,-1.7%,i,-0.3%,-5%,0.4%,i,1%,2%,-2%
Cc1ccc2c(c1)c1c(n2CC(O)CN2C(=O)CNC2=O)C(=O)CCC1 (configuration not stated),1%,-10%,-1.1%,nt,-1.5%,0%,-0.6%,nt,3%,nt,-3%[2.3 µM]
C=CCn1c(SCC(N)=O)nnc1-c1ccccc1O,-2%,-4%,-12%,i,-3.8%,8%,0.6%,i,-3%,-2%,0%
CCOC(=O)CCc1c(C)nc(SCC(=O)O)c(C#N)c1C,-3%,-4%,nt,i,1.7%,-12%,1.9%,i,-6%,0%,1%
CCn1c(SCC(=O)NCc2ccco2)nc2c1c(=O)n(C)c(=O)n2C,?,3%,-1.9%,i,-2.1%,5%,-5.1%,i,-12%,1%,3%
Cc1ccc(N2C(=O)c3ccccc3C2Nc2ccccc2F)nc1 (configuration not stated),9%,1%,-1.0%,nt,-0.8%,-5%,0.2%,nt,-6%,nt,-3%[2.3 µM]
N#CC(=C1SC=CS1)c1nc(-c2ccccc2)cs1,7%,-4%,-3.8%,i,5.9%,?,-1.5%,i,-9%,-2%,-10%
COc1cc2cc(CN(Cc3nnnn3Cc3ccccc3)CC3CCCO3)c(=O)[nH]c2cc1OC (configuration not stated),?,-7%,0.0%[57.5 µM],1.5e-07M*,-0.6%,6%,-0.7%,1.5e-07M*,-2%,-4%,-5%
CCn1c(SCC(=O)c2c[nH]c3ccccc23)nnc1-c1cccs1,-1%,3%,?,i,12%,-4%,0.6%,i,12%,20µM*,-2%
CCSc1ncc(C#N)c(=O)[nH]1,?,-1%,1.5%[1.84 µM],i,-1.9%,-6%,0.2%,i,6%,-2%,?
CCOC(=O)/C(C#N)=C1/C=CNC(=O)N1,7%,-8%,0.2%,nt,-2.6%,10%,-0.6%,nt,-1%,0%,0%
O=C(NCc1ccco1)C(c1cccnc1)N(C(=O)Cn1nnc2ccccc21)c1ccccc1 (configuration not stated),-7%,-1%,-0.1%[57.5 µM],i,-0.3%,12%,0.0%,i,0%,10%,1%
CN1C(=O)c2ccccc2C(C(=O)NCc2ccco2)C1c1c[nH]c2ccccc12 (configuration not stated),4%,-6%,-2.8%,i,-4.1%,-7%,-1.5%,i,-7%,1%,-12%
Cc1ccccc1NC(=O)c1ccc(NC(=O)c2ccco2)cc1,3%,1%,0.3%,i,0.0%,-5%,-0.4%,i,-3%,0%,-3%
Cc1cccc2cc(C(c3nnnn3C(C)(C)C)N3CCN(C(=O)c4ccco4)CC3)c(=O)[nH]c12 (configuration not stated),1%,-2%,-2.1%,?,2.4%,-1%,2.8%,?,0%,-2%,-6%
Cc1cc2ncn(S(=O)(=O)c3ccc(S(=O)(=O)N4CCOCC4)cc3)c2cc1C,0%,-5%,-0.4%[57.5 µM],i,1.9%,15%,-0.2%,i,-2%,1%,0%
O=C(NC1CCN(Cc2ccccc2)CC1)C1CCCN(c2nnc(-n3cccc3)s2)C1 (configuration not stated),-4%,-6%,-0.7%,nt,-1.6%,7%,0.2%,nt,-13%,-2%,-4%
CCN(CC)S(=O)(=O)c1ccc(NC(=O)COC(=O)c2ccc(Br)o2)cc1,-10%,8%,3.7%,i,-1.1%,?,-3.7%,i,2%,-1%,3%
CC1CCN(S(=O)(=O)c2ccc(Cl)cc2Br)CC1,2%,0%,-0.4%,nt,1.6%,-5%,1.3%,nt,28%,0%,?
COc1ccc(CN2CCC(C(=O)N(C)CCc3ccc(OC)c(OC)c3)CC2)c(OC)c1,5%,-10%,nt,i,-1.2%,10%,2.1%,i,-1%,0%,-2%

# Records listed so far that bear a hit mark in Epigenetic mod:
structure	CRE-bla Fsk	Pol III holo inh	4-MU autofl	BRCT inh green	ALOX15 inhib	BRCT PPI red	A350 autofl	Epigenetic mod	Hsp90 Hop PPI
CCn1c(SCC(=O)c2c[nH]c3ccccc23)nnc1-c1cccs1	-1%	3%	i	12%	-4%	0.6%	i	20µM*	-2%
